uPA surface inh – qHTS for Inhibitors of Cell Surface uPA Generation; cell surface uPA generation assay, qHTS; actives 0.31% (n = 330,000); Potency, µM (series often up to 38.3 µM), without a hit: at the highest dose activity change, negative = inhibition, hits mostly inhibitors; active = well fitted inhibition curve with a large enough effect; inconclusive = small, poorly fitted or top-dose-only effect; inactive = no such curve, though single readings can be large or run the other way; tested in mouse RAW 264.7 cells; note: potency is the fitted concentration of half-maximal effect; % is set by controls: 0 for no effect and ±100 for the full control effect; nearly all actives have a fitted effect of over 55% in size
B2AR arrestin – qHTS assay of beta-arrestin-biased ligands of beta2-adrenergic receptor; Beta-2 adrenergic receptor (Homo sapiens), P07550; beta-arrestin recruitment to beta2AR, cell-based reporter; Potency, µM (titrated, usually from 46.1 µM), inactives show top-dose activation, usual class: activators; actives 0.02% (n = 330,000);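 note: potency is the fitted concentration of half-maximal effect; 0% = DMSO controls and full agonism = EC100 isoproterenol or metaproterenol; nearly all actives have a fitted effect of over 65% in size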
Target sequence (P07550 whole entry, looked up): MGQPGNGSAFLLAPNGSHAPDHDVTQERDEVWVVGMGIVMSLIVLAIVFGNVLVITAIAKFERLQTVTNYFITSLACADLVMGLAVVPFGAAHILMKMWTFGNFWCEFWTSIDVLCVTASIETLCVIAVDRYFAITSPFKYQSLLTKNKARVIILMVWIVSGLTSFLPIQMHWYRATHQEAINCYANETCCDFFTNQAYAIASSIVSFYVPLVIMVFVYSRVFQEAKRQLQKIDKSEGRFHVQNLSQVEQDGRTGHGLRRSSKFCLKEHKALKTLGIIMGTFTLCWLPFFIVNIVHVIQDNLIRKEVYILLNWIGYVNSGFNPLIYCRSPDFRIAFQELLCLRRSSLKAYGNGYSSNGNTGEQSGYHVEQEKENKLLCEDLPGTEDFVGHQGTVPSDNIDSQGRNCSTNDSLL
USP2a inh – qHTS Assay for Inhibitors of Ubiquitin-specific Protease USP2a Using CHOP2 as the Reporter | Ubiquitin carboxyl-terminal hydrolase 2 (Homo sapiens), O75604 | USP2 core, Ub-CHOP2 coupled fluorogenic reporter, 485/531 | Potency, µM (top dose mostly 38.3 µM), inactives show top-dose activity change, negative = inhibition, most hits filed as inhibitors | actives 0.01% (n = 330,000) | AID 463254, 2010;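 note: potency is the fitted concentration of half-maximal effect; plate controls were DMSO wells for no effect and full inhibition by NEM control for full effect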
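Deubiquitinase activity read as fluorescence (485/531 nm) after Ub-CHOP2 cleavage activates the enterokinase reporter on its substrate; USP2 core 10nM, Ub-CHOP2 and substrate 25nM each, 30min compound preincubation then 60min RT; data normalized to NEM, curves fitted.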
BRCA1 expr up – qHTS Assay to Identify Small Molecule Activators of BRCA1 Expression; AID 624202, 2012; Potency, µM (top dose mostly 46.1 µM), without a hit: at the top dose activation, usual class: activators; actives 1.1% (n = 380,000); MCF7-BRCA1-FFLuc reporter, luminescence, 48 h; response scale: scaled: vehicle 0%, 10 µM genistein 100%; note: potency is the fitted concentration of half-maximal effect; nearly all actives have a fitted effect of over 80% in size; some results filed as inactive show a strong effect at the top dose
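Reporter cells (MCF7, BRCA1 promoter-firefly luciferase) received library compounds across a concentration series for 48 h. End-point luminescence was measured and concentration-effect curves derived after normalization.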
a7 integrin act – qHTS for Activators of Integrin-Mediated Alleviation for Muscular Dystrophy. actives 0.064% (n = 350,000). AID 624291, 2012. Potency, µM (titrated, usually from 38.3 µM), without a hit: at the top dose activation, actives largely listed as activators. alpha7betagal myoblasts, beta-gal FDG fluorescence, 48 h;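 note: potency is the fitted concentration of half-maximal effect; 100% = response of the positive control SU9516; nearly all actives have a fitted effect of over 60% in size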
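alpha7betagal+/- myoblasts (passage 13, 250/well) treated 48 h at 37C with compounds at 1:260 dilution of DMSO stock. Lysed, then beta-galactosidase activity read as FDG fluorescence (ex 480/em 540) after 30 min, with pre-read for autofluorescence.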
TRPV1 ag – HTS Assay for Compounds that Act as Agonists of the Vanilloid Receptor 1 | Transient receptor potential cation channel subfamily V member 1 (Homo sapiens), Q8NER1 | TRPV1-expressing cells, Fluo-8 calcium influx, agonist mode | activation, % at 8.33 µM | actives 0.19% (n = 320,000) | AID 540275, 2011; in the data active = activation above about 80%; inconclusive = between about 30% and that limit; note: 0% is about no effect
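Fluo-8 calcium influx in TRPV1-expressing cells, kinetic read (ex 480/em 520 nm). Compound added and read 3 min for agonist activity, followed by capsaicin at EC20 final and 2 min further read for enhancement.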
ASM inhibitor – Inhibitors of Secretory Acid Sphingomyelinase (S-ASM): qHTS; Sphingomyelin phosphodiesterase (Homo sapiens), P17405; actives 0.006% (n = 340,000); placental ASM, HMU-PC fluorogenic substrate, 60 min; Potency, µM (highest dose often 57.5 µM), inactives show top-dose activity change, negative = inhibition, usual class: inhibitors; AID 504937, 2011; note: potency is the fitted concentration of half-maximal effect
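Human placenta-derived ASM preincubated with compound 10 min at room temperature, then reacted with 9 uM (final) fluorogenic HMU-PC substrate for 60 min at 37 C. Stop solution raises pH to 10; fluorescence read at Ex 386/Em 447 nm.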
TSG101-PTAP inh – qHTS Assay for Iinhibitors of HIV-1 Budding by Blocking the Interaction of PTAP/TSG101 | Tumor susceptibility gene 101 protein (Homo sapiens), Q99816 | Fluorescence polarization, FITC-PTAP peptide / Tsg101 binding | Potency, µM (highest dose often 115 µM), for inactives: at the top dose activity change, negative = inhibition, usual class: inhibitors | 340,000 tested, under 10 active; active = well fitted inhibition curve with a large enough effect in the main read-out, with a control signal flat, not every such curve was filed as active; inconclusive = small, poorly fitted or top-dose-only effect, or effect the other way, or a change in a side signal; inactive = no such curve, though single readings can be large or run the other way; note: potency is the fitted concentration of half-maximal effect; % of control where 0% means no effect
Target sequence (Q99816 whole entry, looked up): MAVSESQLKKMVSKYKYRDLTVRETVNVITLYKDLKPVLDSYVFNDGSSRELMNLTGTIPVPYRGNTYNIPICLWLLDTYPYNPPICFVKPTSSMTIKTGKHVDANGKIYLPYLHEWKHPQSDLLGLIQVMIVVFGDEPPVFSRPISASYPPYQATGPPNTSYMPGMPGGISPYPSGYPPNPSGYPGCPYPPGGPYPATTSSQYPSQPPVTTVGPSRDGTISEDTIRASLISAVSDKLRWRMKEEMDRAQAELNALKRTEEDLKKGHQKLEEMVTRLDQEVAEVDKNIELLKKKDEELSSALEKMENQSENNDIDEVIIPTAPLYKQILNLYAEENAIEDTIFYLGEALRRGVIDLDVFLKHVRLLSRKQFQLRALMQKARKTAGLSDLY
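Fluorescence anisotropy tracks displacement of a FITC-tagged PTAP peptide (50 nM) from the Tsg101 binding domain (10 uM), following a 20 min room-temperature incubation at pH 7.5.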
p53 reactivator – qHTS assay for re-activators of p53 using a Luc reporter. H1299 p53-A138V BP100-luciferase reporter, luminescence, 24 h. Potency, µM (titrated, usually from 92.2 µM), without a hit: at the highest dose activity change, positive = activation, usual class: activators. actives 0.063% (n = 320,000). AID 504706, 2011; note: potency is the fitted concentration of half-maximal effect; % of control where 0% means no effect; nearly all actives have a fitted effect of over 45% in size
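H1299 (p53-null), stable ts p53-A138V + BP100-Luc; 1000 cells/well, Opti-MEM/10% FBS; cpd 4 pt, 1:5; 24 h, 37 deg C, 5% CO2; detection reagent 10 min RT; luminescence.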
ELG1 genotoxic – qHTS screen for small molecules that induce genotoxicity in human embryonic kidney (HEK293T) cells expressing luciferase-tagged ELG1. HEK293T ELG1-luciferase reporter, luminescence, 16 h. Potency, µM (series often up to 46 µM), for the others: at the highest dose activity change, positive = activation, hits mostly activators. actives 1.3% (n = 330,000); note: potency is the fitted concentration of half-maximal effect; % of control where 0% means no effect; nearly all actives have a fitted effect of over 60% in size
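Quantitative HTS format in 1536-well plates. HEK293T ELG1-luciferase reporter cells receive test compound and are incubated 16 hr at 37 °C, 5% CO2; ONE-Glo added, 30 min room temperature, then luminescence read.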
Eya2 phos inh – qHTS Assay for Inhibitors of the Phosphatase Activity of Eya2; Protein phosphatase EYA2 (Homo sapiens), O00167; recombinant Eya2, OMFP fluorescence dephosphorylation (OMFP is methylfluorescein phosphate); Potency, µM (series often up to 76.9 µM), for the others: top-dose activity, negative = inhibition, hits mostly inhibitors; actives 0.006% (n = 330,000); AID 488837, 2010; note: potency is the fitted concentration of half-maximal effect; % is set by controls: 0 for no effect and ±100 for the full control effect
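Eya2 protein (added as 0.2 uM solution) was preincubated with compound for 10 min at ambient temperature in 50 mM HEPES pH 7.5, 50 mM NaCl, 5 uM MgCl2, 0.05% BSA, 1 mM DTT. OMFP (added at 50 uM) then reacted 10 min; fluorescence read at 485/525 nm.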
An asterisk follows results filed as active; i = inactive; ? = inconclusive; . = no result given; [ ] = remark or other dose. Unless noted, calls come from the whole dose curve; as a rule, active = well fitted curve in the direction sought with a large enough effect; inconclusive = small, poorly fitted or top-dose-only effect, or another doubt; inactive = no such curve, though single readings can be large; an effect the other way counts as inactive or inconclusive.

SMILES	uPA surface inh	B2AR arrestin	USP2a inh	BRCA1 expr up	a7 integrin act	TRPV1 ag	ASM inhibitor	TSG101-PTAP inh	p53 reactivator	ELG1 genotoxic	Eya2 phos inh
COc1ccc(NC(=S)N2CCN(C/C=C/c3ccccc3)CC2)c(OC)c1	-3%	0.0%	3%	-23%	-23%	0	-3%	-1%	-1%	-9%	5%
CCOc1ccc(C(C)=O)cc1COC(=O)C1=COCCO1	-2%	-0.1%	-3%	0%	11%	-3	4%	-6%	-24%	9%	4%
COc1ccc(CN2C(=O)c3cccnc3C2=O)cc1S(=O)(=O)N1CC(C)CC(C)C1 (stereo not given)	-4%	-0.3%	2%	-13%	16%	6	1%	-1%	3%	0%	-7%
COc1cc(NC(=O)c2ccccc2)c(OC)cc1NC(=O)Cc1ccc(F)cc1	13%	-0.5%	-2%	-21%	-7%	?	-1%	1%	.	1%	-25%
C=CCn1c(C)cc(C(=O)Cn2nc(C(=O)O)c3ccccc3c2=O)c1C	?	-0.8%	0%	?	-6%	3	0%	0%	-5%	?	-15%
COc1ccc(-c2cc(C(=O)NCCN3CCOCC3)c3ccccc3n2)c(OC)c1	0%	.	.	8%	-7%	-1	136%[activator]	-9%	.	.	.
Cc1cccc(N2CC(C(=O)Nc3nnc(SCc4cccnc4)s3)CC2=O)c1 (stereo not given)	14%	-0.9%	0%	-19%	-8%	1	0%	-5%	-20%	1%	8%
COCCCN=CC1=C(O)CC(c2ccccc2)CC1=O (stereo not given)	-5%	-0.3%	3%	7%	-15%	3	0%	3%	6%	0%	-1%
COC(=O)[C@@H]1C[C@@]2(O)[C@H](O)[C@H](O)[C@H](O)C[C@H]2N1Cc1cccc2ccccc12	5%	-0.6%	-12%	27%	11%	-4	1%	-5%	1%	1%	-2%
CC1CN(C(=O)CSc2nnc(NC(=O)NC(C)(C)C)s2)CC(C)O1 (stereo not given)	-1%	-0.3%	0%	13%	-2%	1	2%	-1%	4%	4%	11%
COCCOC(=O)C1=C(C)Nc2ncnn2C1c1ccccc1 (stereo not given)	.	-0.9%	1%	10%	2%	-1	41%[activator]	-3%	-8%	-4%	-3%
O=C(CN1CCCc2ccccc21)N/N=C/c1ccc(O)cc1O	-14%	0.4%	3%	-38%	6%	0	31%[activator]	-11%	?	21µM*	-10%
CCc1nn2cc(C(=O)c3cc(Cl)ccc3O)cnc2c1-c1ccc(F)cc1	1%	-0.4%	0%	-78%	-29%	8	0%	1%	9%	-11%	-10%
COc1cc(/C=N/N=C(\N)c2nonc2N)ccc1O	3%	-0.1%	2%	85%	2%	3	-7%	-4%	20%	?	-7%
OCCCN1CCN(CCOc2ccccc2-c2ccccc2)CC1	-9%	0.4%	-1%	-8%	-4%	-2	1%	0%	-15%	-5%	-10%
Nc1nonc1C(=O)NCCNc1ccc([N+](=O)[O-])cc1	4%	-0.3%	0%	-5%	6%	.	-2%	-7%	-2%	-2%	?
O=[N+]([O-])c1cccc(C2CC(c3ccccc3)=NN2c2ccccc2)c1 (stereo not given)	3%	-0.6%	-1%	-10%	38%	4	0%	-1%	.	0%	2%
O=C1NC2(CCCCC2)C(=O)N1CC(=O)N(Cc1ccccc1)c1ccccc1	4%	0.2%	-2%	0%	-25%	18	3%	2%	16%	-6%	-15%
C=CCNC(=O)C1CC(=O)N(c2ccc(OCC(=O)N3CCCC3)cc2)C1 (stereo not given)	-8%	-0.7%	-1%	12%	-36%	-4	-2%	-2%	3%	2%	-3%
Cc1cc(C(=O)NNC(=O)Nc2ccc(Cl)cc2)no1	2%	-0.2%	-1%	18%	-7%	-4	0%	-2%	2%	-1%	-18%
Fc1ccc(N/N=C/c2ccncc2)c(F)c1	2%	-0.4%	-3%	14µM*	4%	?	-2%	-2%	?	?	-7%
CCOc1cc(C2C3=C(CCCC3=O)N(C)C3=C2C(=O)CCC3)cc(Cl)c1O	3%	-0.4%	1%	7%	25%	0	14%	-5%	-16%	3%	-15%
CCOC(=O)[C@H]1[C@H]2COc3cc(OC)ccc3[C@@H]2N2C(=O)CN(CC3CCCO3)C(=O)[C@@]12C (stereo not given in full)	4%	0.0%	2%	1%	4%	2	5%	-3%	2%	1%	12%
CC(=O)NCCn1c(SCc2cc(=O)n3cc(Cl)ccc3n2)nc2ccccc2c1=O	8%	-0.8%	0%	-22%	5%	-1	7%	-8%	9%	-1%	2%
CC1Cc2ccccc2N1C(=O)CN1C(=O)CN(C)C(=O)c2ccccc21 (stereo not given)	5%	-0.4%	-4%	-2%	18%	-3	1%	-5%	-4%	0%	-2%
CC(=O)c1ccc(C(=O)NC2CCCN(Cc3ccccc3F)C2)s1 (stereo not given)	-2%	-0.1%	0%	3%	-14%	15	.	-1%	-3%	-3%	1%
COc1ccccc1NC(=O)Cc1nnc(SCC(=O)Nc2ccccc2F)n1C	0%	0.3%	-1%	10%	-14%	1	2%	-9%	2%	-13%	3%
COc1ccc(Oc2cccc(Cl)c2CNC(=O)c2ccccc2C(=O)O)cc1	7%	-0.2%	-1%	-9%	38%	2	2%	-4%	-4%	0%	-3%
COC(=O)c1ccc(NC(=O)CN2C(=O)CNC2=O)cc1	-1%	-0.4%	0%	8%	-36%	2	1%	-4%	11%	1%	-33%
CCc1nn(C(C)C(=O)NCc2ccc(Cl)cc2)c(=O)c2cc3occc3n12 (stereo not given)	1%	0.2%	3%	2%	-9%	0	-4%	-3%	-4%	0%	-8%
CCOC(=O)c1cc(-c2ccccc2)nc2nc(N(CC)CC)sc12	0%	-0.1%	2%	-70%	0%	-10	i	1%	-7%	-8%	0%
COc1cc(C(=O)Nc2ccc(NC(C)=O)cc2)ccc1OCc1ccccc1	2%	0.1%	1%	-2%	27%	4	26%	-7%	-4%	8%	-24%
O=C1CCCC2=C1C(c1ccccc1)CC(=O)N2c1ccc(F)cc1F (stereo not given)	6%	-1.0%	-2%	10%	-21%	2	0%	-3%	25%	-2%	8%
Cn1cnnc1SCC(=O)Nc1nc(-c2ccccc2)cs1	-2%	0.1%	1%	25%	33%	89*	-3%	0%	3%	14%	-1%
Cc1ccc(Cl)cc1N1CCN(C(=O)C2CCN(c3nnc(-n4cccc4)s3)CC2)CC1	-10%	-0.4%	3%	-45%	-7%	9	-13%	0%	-5%	?	4%
O=C(Nc1ccccc1N1CCCC1)c1ccc2c(c1)OCO2	2%	0.0%	-1%	-10%	-9%	1	-1%	-4%	-6%	3%	12%
O=c1[nH]c2cc([N+](=O)[O-])ccc2c2ccc([N+](=O)[O-])cc12	-7%	.	.	-18%	15%	.	0%	-7%	.	.	.
N=c1c(S(=O)(=O)c2ccccc2)cc2c(=O)n3ccccc3nc2n1CCCN1CCOCC1	-4%	0.3%	-2%	-1%	0%	-3	138%[activator]	-4%	-2%	-4%	-1%
CCN(CC)CCNC(=O)C1(O)c2cc(Br)ccc2NC(=O)N1c1c(F)cccc1F (stereo not given)	4%	0.3%	5%	8%	-16%	-3	1%	-3%	4%	-3%	5%
CCC(C)Sc1nc2c(c(=O)[nH]c(=O)n2C)n1CCc1ccccc1 (stereo not given)	-4%	-0.2%	2%	-32%	-21%	27	-5%	-1%	-21%	-3%	-4%
